# CR mimetic SO: lowers age-related superoxide in aged yeast cells; S. cerevisiae aged cells, superoxide DHE fluorescence; hits give low values; superoxide response (% of plate mean), % at 10 µM; hit rate 0.18% among 330,000; AID 2690;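 active = superoxide response under a set limit, about three screen SD below normal, cut at about 65% in these data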;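 note: yeast aged for seven days with compound at 30 °C before DHE staining; 100% = average MFI of all compound-treated wells on the plate with controls excluded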
# MEP2-GFP yeast: alters MEP2-GFP fluorescence in TOR pathway yeast screen | hit rate 0.51% among 330,000 | GFP response vs DMSO, % at 10 µM | S. cerevisiae MEP2-GFP strain, flow cytometry GFP, 3 h; 100% = DMSO control level;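 active = GFP response versus DMSO above a set limit, roughly screen mean plus 3 SD, cut at about 180% in these data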;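 note: median GFP fluorescence of the barcode-gated MEP2-GFP cells per well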
# CIT2-GFP yeast: alters CIT2-GFP fluorescence in TOR pathway yeast screen | hit rate 0.065% among 320,000 | S. cerevisiae CIT2-GFP strain, flow cytometry, 3 h; 100 means same as DMSO wells | GFP response vs DMSO, % at 10 µM;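 active = GFP response relative to DMSO above a set limit, near the screen mean plus 3 SD, cut at about 150% in these data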;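 note: ratio of well median GFP fluorescence to mean of DMSO wells on the plate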
# AGP1 TOR yeast: alters AGP1-GFP fluorescence in TOR pathway yeast screen | S. cerevisiae AGP1-GFP multiplex flow cytometry, 3 h; GFP as percent of DMSO wells | GFP response vs DMSO, % at 10 µM | hit rate 0.02% among 320,000;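 active = GFP response relative to DMSO above a set limit, near screen average plus 3 SD, cut at about 150% in these data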;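 note: median GFP channel fluorescence of the gated AGP1 strain per well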
# AHR act: human AHR activation | AID 2796 | activation, % at 5 µM | AHR-responsive luciferase reporter cells, luminescence | P35869 | hit rate 2.5% among 320,000; in the data active = activation above about 47%;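 note: 0% = vehicle wells and 100% = reference agonist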
# Target sequence (P35869 whole entry, looked up): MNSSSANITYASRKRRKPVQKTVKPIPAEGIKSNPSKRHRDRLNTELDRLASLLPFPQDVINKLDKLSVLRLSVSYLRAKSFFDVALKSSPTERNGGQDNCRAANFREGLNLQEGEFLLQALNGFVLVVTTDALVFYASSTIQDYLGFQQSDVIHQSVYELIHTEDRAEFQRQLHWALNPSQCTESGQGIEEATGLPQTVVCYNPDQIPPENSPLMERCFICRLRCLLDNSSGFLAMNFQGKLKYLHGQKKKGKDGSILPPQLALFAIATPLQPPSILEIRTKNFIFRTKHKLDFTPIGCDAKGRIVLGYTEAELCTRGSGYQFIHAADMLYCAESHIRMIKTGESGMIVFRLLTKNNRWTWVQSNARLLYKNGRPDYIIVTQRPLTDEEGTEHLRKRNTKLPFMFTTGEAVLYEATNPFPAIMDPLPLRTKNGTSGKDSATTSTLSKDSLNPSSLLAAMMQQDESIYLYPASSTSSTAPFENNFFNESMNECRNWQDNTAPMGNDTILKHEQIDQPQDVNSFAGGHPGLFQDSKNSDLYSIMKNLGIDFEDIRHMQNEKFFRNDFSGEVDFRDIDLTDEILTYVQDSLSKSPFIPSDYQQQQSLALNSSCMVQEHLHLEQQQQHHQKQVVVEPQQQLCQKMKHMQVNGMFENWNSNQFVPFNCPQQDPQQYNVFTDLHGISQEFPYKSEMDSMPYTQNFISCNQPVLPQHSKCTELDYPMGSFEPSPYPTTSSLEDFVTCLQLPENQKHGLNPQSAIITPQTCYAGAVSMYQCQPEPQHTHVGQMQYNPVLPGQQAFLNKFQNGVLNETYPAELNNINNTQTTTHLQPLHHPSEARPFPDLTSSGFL
# RPL19A TOR yeast: yeast TOR pathway RPL19A-GFP modulation; AID 2025; hit rate 0.3% among 330,000; percent response vs DMSO, % at 10 µM; S. cerevisiae RPL19A-GFP strain, flow cytometry, 3 h; hits give low values;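 active = percent response vs DMSO below 50%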;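 note: median channel GFP fluorescence of the barcoded RPL19A-GFP strain; ratio of sample median GFP to plate DMSO average so 100% = DMSO; lower means less RPL19A-GFP as with rapamycin TOR inhibition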
# LAP4-GFP MLPCN: yeast TOR pathway LAP4-GFP modulation. S. cerevisiae LAP4-GFP multiplex, flow cytometry GFP, 3 h; median GFP as percent of DMSO wells. GFP response vs DMSO, % at 10 µM. hit rate 0.34% among 320,000;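 active = GFP response vs DMSO above a set limit, about the screen mean plus 3 SD, cut at about 150% in these data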
# Efflux pump inh: antifungal efflux pump inhibition, Nile Red retention; S. cerevisiae Candida pump triplex; inhibition, % at 10 µM; hit rate 0.44% among 330,000; AID 485275;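 active = plate passing quality check with inhibition over a set limit, or well fluorescence over plate mean plus 4 SD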;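 note: Nile Red retained in pooled yeast measured as flow cytometry median fluorescence; 0% = buffer negative control and 100% = Enniatin B positive control; higher means more Nile Red kept so more efflux inhibition; some compounds called inactive have numbers as strong as hits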
# Starred values were filed as active, the others as inactive; / = not tested or not shown.
SMILES,CR mimetic SO,MEP2-GFP yeast,CIT2-GFP yeast,AGP1 TOR yeast,AHR act,RPL19A TOR yeast,LAP4-GFP MLPCN,Efflux pump inh
CC(NS(=O)(=O)c1ccccc1)C(c1cccs1)N1CCOCC1 (stereo not drawn),88,95,99,98,-2,98,93,0.0
COC(=O)c1ccc(OC(=O)CN2C(=O)c3ccccc3C2=O)cc1,106,110,98,93,0,95,109,-0.2
O=S(=O)(/C=C/c1ccccc1)Nc1ccc2c(c1)OCO2,100,95,89,95,4,100,98,0.4
CC(C)CC(=O)NC(=S)Nc1ccc(Cl)cn1,92,93,82,84,-1,101,99,0.1
Cc1noc(C(=O)NCC2CCCO2)c1Cl (stereo not drawn),101,112,105,108,-2,107,105,0.1
CC(=O)c1ccc(N(C(=O)CNC(=O)c2ccco2)C(C(=O)NC2CCCC2)c2cccnc2)cc1 (stereo not drawn),100,98,99,99,-1,98,100,0.1
O=C(CC1Sc2ccccc2NC1=O)OCC(=O)N1CCc2ccccc21 (stereo not drawn),100,95,88,94,15,92,/,-0.2
O=C(CSC1=NS(=O)(=O)c2cc(Cl)ccc2N1)NCc1ccc(F)cc1,98,104,98,99,-2,99,102,-0.2
O=S(=O)(c1cccs1)N1CCN(C/C=C/c2ccccc2)CC1,112,107,97,103,0,104,99,0.1
FC(F)(F)c1cccc(N2CCC(N=CN3CCCCCC3)=N2)c1,110,86,100,92,5,94,86,-0.1
CCC(=O)NNc1nc2c(Cl)cccc2s1,96,88,89,105,13,100,116,0.0
CC(=O)Nc1cc2c(cc1NC(=O)c1cnccn1)OCCO2,111,100,89,90,12,91,93,0.0
CCOc1ccc(N2C(=O)C(c3ccccc3)=C(c3nc4ccccc4s3)C2NC(C)=O)cc1 (stereo not drawn),106,96,92,100,1,97,93,-0.3
O=C(O)C1CCN(c2ccc([N+](=O)[O-])cc2[N+](=O)[O-])CC1,112,112,113,115,0,112,104,0.1
N#CC/C(N)=N/NC(=O)CCCNc1ncc(C(F)(F)F)cc1Cl,100,100,95,97,3,104,99,0.0
CC(C)(C)c1ccc(/C=N/Nc2ccc(C(=O)O)cc2)cc1,101,100,94,104,-8,105,98,-0.1
COCCn1c(SCC(=O)Nc2ncc(Cl)c(C)c2Cl)nc2ccccc21,108,103,102,106,3,103,97,0.1
O=C(c1ccco1)N1CCCC(Nc2ccc3c(c2)OCCO3)C1 (stereo not drawn),96,115,101,97,21,95,104,1.3
COc1cc(OC)c(NC(=O)C2CCCO2)cc1Cl (stereo not drawn),88,94,100,97,4,96,95,-0.1
CCCN(Cc1nnc(-c2ccccc2Cl)o1)C(=O)COc1ccc(Cl)cc1,97,111,95,99,-1,97,110,0.2
CC(=O)Nc1ccc(S(=O)(=O)NC2(C(F)(F)F)NC(=O)N(c3ccc(Cl)cc3)C2=O)cc1 (stereo not drawn),93,99,94,96,2,98,101,0.2
COc1cc(NS(=O)(=O)c2ccc(NC(=S)NC(=O)/C=C/c3ccc(F)cc3)cc2)ncn1,102,104,93,97,-2,98,97,0.4
CCCCc1nc(Cl)c(CO)n1Cc1ccc(-c2ccccc2-c2nn[nH]n2)cc1,100,93,96,96,-1,99,103,0.0
COc1cccc(CN(C)C(=O)c2cc(-c3ccc(F)cc3)nc3ccccc23)c1,104,100,89,92,13,106,104,-0.1
COCCCN(C(=O)C1CCC1)c1c(N)n(Cc2ccccc2)c(=O)[nH]c1=O,96,99,98,100,1,95,106,-0.7
# Next results:
SMILES,CR mimetic SO,MEP2-GFP yeast,CIT2-GFP yeast,AGP1 TOR yeast,AHR act,RPL19A TOR yeast,LAP4-GFP MLPCN,Efflux pump inh
O=S(=O)(Nc1cccc(F)c1)c1cccc2nsnc12,94,116,110,108,0,104,107,0.4
Cc1nc(SCC(=O)Nc2cccnc2Cl)nc(C)c1C,93,108,116,103,3,115,106,-0.1
Cc1noc(C)c1CC(=O)NC1CC(C)(C)Cc2c1cnn2-c1ccccc1 (stereo not drawn),110,99,98,102,4,98,98,0.2
Cn1cc(-c2ccc(Cl)cc2)cc(C#N)c1=O,97,99,105,103,-3,102,96,-0.1
COc1ccc(CC(=O)Nc2nc3n(n2)C(c2ccccc2)CC(=O)N3)cc1OC (stereo not drawn),95,95,90,94,-2,95,90,-0.3
O=C(Cc1cccs1)Nc1nc(-c2ccccc2)cs1,109,98,97,94,-5,97,95,0.0
COc1ccc(-n2nc3c(c2NC(=O)c2cc4ccccc4o2)CS(=O)(=O)C3)cc1,111,96,104,96,22,103,75,0.0
CCOc1ccc(C(C#N)N2CCOCC2)cc1OC (stereo not drawn),105,108,108,106,11,99,100,0.0
CCOC(=O)N/N=C/c1ccc(N(CC)CC)cc1O,91,96,94,95,9,95,104,-0.1
COc1ccc(NC2CCCN(C(=O)C3(C)CCCCC3)C2)cc1 (stereo not drawn),100,114,99,97,6,96,95,0.1
COc1cccc(/C=N/N=C(\N)c2nonc2N)c1O,94,90,86,87,0,88,90,0.0
Nc1nc2sc3c(c2c(=O)s1)CCCC3,87,106,110,95,2,98,113,0.1
COc1ccc(CC(NC(C)=O)C(=O)NC2CCN(C(=O)NCc3ccccc3)CC2)cc1OC (stereo not drawn),90,102,106,/,-5,102,101,0.3
CC(Oc1ccc(Br)cc1)c1nc2c3ccccc3nc(=S)n2[nH]1 (stereo not drawn),96,107,98,107,3,102,95,0.0
O=C(NCCc1ccccc1F)C1CCC(=O)N(CCCN2CCCC2=O)C1 (stereo not drawn),96,101,98,98,1,99,94,-0.2
COc1cc(CNc2ccc(N3CCCC3)cc2)ccc1OCc1ccccc1,91,95,93,95,10,96,93,-0.1
COc1ccc(-c2sc3ccc(N4CCOCC4)cc3c2C#CC2(O)CCCCC2)cc1,117,100,93,96,33,94,102,0.2
C[N+]1(C)CC2=Cc3ccccc3CC2C1 (stereo not drawn),98,97,94,96,1,99,99,0.0
Cc1ccc(NC(=O)CN(C)CC(=O)Nc2cccc(F)c2)cc1[N+](=O)[O-],132,97,81,91,4,93,101,0.5
Cc1cccc(C(=O)N2CCC(N3CCC(C(=O)N4CCOCC4)CC3)CC2)c1,102,103,105,102,0,102,99,0.1
CC(=O)c1ccc(S(=O)(=O)Nc2ccc(-c3ccc4nnc(C)n4n3)cc2)cc1,86,107,101,97,1,103,92,0.1
CCOC(=O)c1cc(C)n(-c2ccc(OC)c(OC)c2)c1C,93,90,87,86,-1,97,98,0.1
COc1cccc(OCc2ccc(Cl)cc2)c1C#N,115,97,80,87,1,91,101,0.1
COc1ccc(-n2cnnc2)cc1,108,95,92,91,-1,92,92,-0.1
COc1ccccc1-c1cc(C(=O)N/N=C/c2sccc2C)c2ccccc2n1,92,103,106,100,17,98,98,-0.1
# (further entries)
SMILES,CR mimetic SO,MEP2-GFP yeast,CIT2-GFP yeast,AGP1 TOR yeast,AHR act,RPL19A TOR yeast,LAP4-GFP MLPCN,Efflux pump inh
CCCOc1ccc(/C=N/NC(=O)c2ccc3c(c2)OCO3)c(OCCC)c1,95,94,92,88,6,93,86,0.2
CCC(=O)Nc1nc2ccc(NC(=O)COc3ccccc3)cc2s1,119,103,96,94,5,106,67,-0.2
Cn1c(-c2ccccc2F)cc2onc(-c3ccccc3)c2c1=O,110,90,71,78,-9,94,120,-0.1
CCNC(=S)Nc1ccc(Cl)cc1,90,89,103,107,-1,102,96,0.5
Nc1ccc(C(=O)C(=O)c2ccc(N)cc2)cc1,96,106,99,100,1,102,105,-0.2
CCOC(=O)c1c(-c2ccc(-c3ccccc3)cc2)csc1NC(=O)C1C2CCC(O2)C1C(=O)O (stereo not drawn),98,97,116,106,-6,98,105,0.0
Cn1nnnc1Sc1ncnc2scc(-c3cccc(F)c3)c12,113,101,91,99,-2,99,102,0.1
CN(C)c1cccc(C(=O)NCc2ccccc2Cl)c1,111,94,88,94,4,93,100,-0.1
Cc1ccc(S(=O)(=O)[N-]c2nc3ccccc3nc2-[n+]2cc(C)cc(C)c2)cc1,89,111,100,106,-1,100,108,0.1
CSc1ccccc1NC(=O)c1ccc2c(c1)CCN2S(C)(=O)=O,110,115,98,94,8,101,95,0.0
COc1ccc(NS(=O)(=O)c2ccc(N)cc2)nn1,99,100,90,96,-3,100,101,0.0
CN1CCCC(OC(=O)c2cccc(S(=O)(=O)N3CCCCCC3)c2)C1 (stereo not drawn),107,96,110,103,2,95,101,-0.1
CCC(CC)C(=O)Nc1nnc(S(=O)(=O)Nc2ccc(OC)cc2)s1,101,102,97,96,2,101,97,0.0
COc1cccc(CNC(=O)COc2cccc3c2OC(C)(C)C3)c1,94,101,79,91,15,92,103,0.3
COc1ccc(N2Cc3ccccc3C2)cc1Cl,79,105,112,97,1,101,105,0.1
CCC(=O)c1ccccc1OCCCN1CCC(Cc2ccccc2)CC1,97,105,108,105,-1,109,93,0.0
COc1ccc(CCN=C(N)NS(=O)(=O)c2ccccc2)cc1OC,93,98,91,87,4,98,83,0.4
COc1ccc(-n2nc3c(c2NC(=O)c2ccco2)CS(=O)(=O)C3)cc1,96,100,94,97,0,98,97,-0.2
CCCn1c(N/N=C(C)\C=C\c2ccccc2)nc2c1c(=O)[nH]c(=O)n2C,89,105,101,96,11,93,104,0.1
COC(=O)Nc1ccc2c(c1)N(C(=O)CCN(C)C)c1ccccc1CC2,103,104,102,105,4,103,101,0.2
CN(C)S(=O)(=O)c1cccc(C(=O)OCC(=O)Nc2sccc2C(N)=O)c1,97,102,111,111,1,105,100,-0.1
CSc1ccccc1N=CC1=C(O)CC(C)(C)CC1=O,97,101,92,87,1,97,100,0.1
O=C1Nc2ccccc2C1Cc1ccc(OC(F)(F)F)cc1 (stereo not drawn),110,99,99,97,7,89,98,0.0
Cc1ccc(CNc2ccc3c(c2)ncn3C(C)C)cc1,85,119,109,103,21,109,108,0.3
O=C(Cc1c(F)cccc1Cl)N1CCN(S(=O)(=O)c2cccc(F)c2)CC1,103,108,95,104,1,100,111,-0.1

# Entries of single compounds, looked up by structure. Order of screens: CR mimetic SO, MEP2-GFP yeast, CIT2-GFP yeast, AGP1 TOR yeast, AHR act, RPL19A TOR yeast, LAP4-GFP MLPCN, Efflux pump inh
# COc1cccc(CNC(=O)COc2cccc3c2OC(C)(C)C3)c1 is listed with 94, 101, 79, 91, 15, 92, 103, 0.3
# CC(C)CC(=O)NC(=S)Nc1ccc(Cl)cn1 is listed with 92, 93, 82, 84, -1, 101, 99, 0.1
# COc1ccc(NS(=O)(=O)c2ccc(N)cc2)nn1 is listed with 99, 100, 90, 96, -3, 100, 101, 0.0
# O=C(CC1Sc2ccccc2NC1=O)OCC(=O)N1CCc2ccccc21 (stereo not drawn) is listed with 100, 95, 88, 94, 15, 92, /, -0.2
# COc1ccc(-n2cnnc2)cc1 is listed with 108, 95, 92, 91, -1, 92, 92, -0.1

# (list continues)
SMILES,CR mimetic SO,MEP2-GFP yeast,CIT2-GFP yeast,AGP1 TOR yeast,AHR act,RPL19A TOR yeast,LAP4-GFP MLPCN,Efflux pump inh
CCCCCC1CCC(c2ccc(/C(N)=N/O)cc2)CC1 (stereo not drawn),121,99,75,102,-2,103,141,0.0
COc1cccc(-c2csc(N3CCN(S(=O)(=O)c4ccc(F)cc4)CC3)n2)c1,81,103,103,108,-3,101,103,0.1
CCN(CC)c1ccc(NC(=O)c2ccccc2F)cc1,98,97,99,108,-2,104,104,-0.2
CCN(CC)C(=O)C(C)N(C#N)c1nc(SC)nc(N(C)C)n1 (stereo not drawn),95,129,107,101,1,78,108,-0.3
CCc1ccc(C(=O)NC(C(=O)O)C(C)C)cc1 (stereo not drawn),106,95,103,104,2,105,95,0.3
CCCNc1c(NS(=O)(=O)c2ccc(C3CCCCC3)cc2)c(=O)oc2ccccc12,98,104,104,99,1,100,99,0.0
O=C(c1ccco1)N1N=C(c2cccs2)CC1c1ccco1 (stereo not drawn),100,107,109,100,10,106,95,0.1
Cc1cccc(NC(=O)CNC(=O)COc2cc(F)ccc2[N+](=O)[O-])c1C,105,101,98,103,5,98,108,0.0
